CDK5 inh: inhibitors of human CDK5/p35 kinase, primary screen, biochemical, single concentration; inhibition, % at 10 µM; Recombinant CDK5/p35, ADP-Glo luminescence, 60 min; 330,000 compounds, 0.01% hits; AID 488839, 2010; Cyclin-dependent kinase 5 (Homo sapiens) + Cyclin-dependent kinase 5 activator 1 (Homo …;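 active = highest replicate inhibition of at least 50% and at least 75% of replicates reaching 50%; inconclusive = only one of the two criteria met; inactive = both criteria failed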;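 also: plate controls were DMSO neutral control for no effect and GW8510 at 10 µM for full effect; many of its hits are not listed in these tables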
PvdQ inh: P. aeruginosa PvdQ acylase inhibitors, primary screen, biochemical, fluorescence, plate reader and imaging, single point. PvdQ acylase [Pseudomonas aeruginosa LESB58]. purified PvdQ acylase. inhibition, % at 10 µM. 340,000 compounds, 0.063% hits; in the data active = inhibition above about 30%, passing the limit was not always enough; inconclusive = no clear call, values can overlap the other calls;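 also: 0% = vehicle neutral wells and 100% = reference inhibitor wells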
PfHsp90 yeast 2: growth inhibition of PfHsp90-expressing yeast, primary screen, antimalarial PfHsp90 inhibitor project, S. cerevisiae, BacTiter-Glo luminescence, single point, set 2 | BacTiter-Glo ATP, 48 h; yeast lacking PDR1 and PDR3 efflux regulators | inhibition, % at 9.4 µM | 310,000 compounds, 0.32% hits;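 active = every replicate shows inhibition above about 80%, whatever the replicate mean, limit read from the data; inconclusive = mean inhibition reaches the set limit but some replicate falls short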;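 also: 0% = DMSO neutral controls and 100% = 20 µM radicicol positive controls; yeast relying on Plasmodium falciparum Hsp90 in place of its own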
RTF Ca sens act: cardiac RTF calcium sensitivity activators, primary screen, biochemical, IANBD-TnC fluorescence, EC20 calcium | activation, % at 7.2 µM | Troponin I, cardiac muscle (Homo sapiens) + Troponin T, cardiac muscle (Homo sapiens) + … | 340,000 compounds, 0.24% hits | IANBD-labeled TnC RTF fluorescence at EC20 calcium; 0% EC20 calcium, 100% full calcium;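 active = activation above the mean over all tested compounds plus 3 SD, cut at about 30% in these data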;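 also: rise in fluorescence read as greater calcium sensitivity of cardiac thin filaments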
Rtt109 HAT inh: inhibitors of C. albicans Rtt109/Vps75 HAT, primary screen, biochemical, ThioGlo CoA-SH fluorescence, plate reader; purified Rtt109/Vps75, 4 h; Histone acetyltransferase RTT109 (Candida albicans (strain SC5314 / ATCC MYA-2876)), …; inhibition, % at 34.9 µM; 330,000 compounds, 0.16% hits;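 active = inhibition of at least 50% in every replicate; inconclusive = best replicate reaches 50% inhibition but some replicates fall short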
dFosB activator: activators of delta FosB homodimer, primary screen, biochemical, fluorescence polarization, TAMRA-CDK5 oligo, single point. Protein FosB (Mus musculus), P13346. purified delta FosB; percent of positive-control signal above neutral wells. activation, % at 25 µM. 340,000 compounds, 0.99% hits;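 active = mean activation above about 17%, with every replicate also reaching it, limit read from the data, passing the limit was not always enough; inconclusive = only one of the two conditions met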;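 also: fluorescence polarization rise as delta FosB binds a TAMRA Cdk5 AP-1 oligo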
Mot1-301 SUMO: yeast Mot1-301 growth rescue at high temperature, primary screen, SUMOylation pathway inhibitor project, S. cerevisiae, ATP luminescence, 38.5C; AID 2716, 2010; 320,000 compounds, 1% hits; S. cerevisiae Mot1-301 growth rescue; percent above DMSO median, 100 means doubled; growth rescue, % at 18.8 µM;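 active = every valid replicate shows activation above 250% relative to neutral control wells; inactive = the rest, any valid replicate at or below 250%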;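 also: OY570 slx delta 5 strain wells were the positive control but not used for scaling; some compounds called inactive have numbers as strong as hits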
NSD2 HMT inh: NSD2 histone methyltransferase inhibitors, primary screen, biochemical, AlphaScreen, single concentration, set 2; 310,000 compounds, 0.54% hits; NSD2 peptide methylation, 120 min; inhibition, % at 12.5 µM; in the data active = inhibition above about 50%
Target sequence (O96028 whole entry, looked up): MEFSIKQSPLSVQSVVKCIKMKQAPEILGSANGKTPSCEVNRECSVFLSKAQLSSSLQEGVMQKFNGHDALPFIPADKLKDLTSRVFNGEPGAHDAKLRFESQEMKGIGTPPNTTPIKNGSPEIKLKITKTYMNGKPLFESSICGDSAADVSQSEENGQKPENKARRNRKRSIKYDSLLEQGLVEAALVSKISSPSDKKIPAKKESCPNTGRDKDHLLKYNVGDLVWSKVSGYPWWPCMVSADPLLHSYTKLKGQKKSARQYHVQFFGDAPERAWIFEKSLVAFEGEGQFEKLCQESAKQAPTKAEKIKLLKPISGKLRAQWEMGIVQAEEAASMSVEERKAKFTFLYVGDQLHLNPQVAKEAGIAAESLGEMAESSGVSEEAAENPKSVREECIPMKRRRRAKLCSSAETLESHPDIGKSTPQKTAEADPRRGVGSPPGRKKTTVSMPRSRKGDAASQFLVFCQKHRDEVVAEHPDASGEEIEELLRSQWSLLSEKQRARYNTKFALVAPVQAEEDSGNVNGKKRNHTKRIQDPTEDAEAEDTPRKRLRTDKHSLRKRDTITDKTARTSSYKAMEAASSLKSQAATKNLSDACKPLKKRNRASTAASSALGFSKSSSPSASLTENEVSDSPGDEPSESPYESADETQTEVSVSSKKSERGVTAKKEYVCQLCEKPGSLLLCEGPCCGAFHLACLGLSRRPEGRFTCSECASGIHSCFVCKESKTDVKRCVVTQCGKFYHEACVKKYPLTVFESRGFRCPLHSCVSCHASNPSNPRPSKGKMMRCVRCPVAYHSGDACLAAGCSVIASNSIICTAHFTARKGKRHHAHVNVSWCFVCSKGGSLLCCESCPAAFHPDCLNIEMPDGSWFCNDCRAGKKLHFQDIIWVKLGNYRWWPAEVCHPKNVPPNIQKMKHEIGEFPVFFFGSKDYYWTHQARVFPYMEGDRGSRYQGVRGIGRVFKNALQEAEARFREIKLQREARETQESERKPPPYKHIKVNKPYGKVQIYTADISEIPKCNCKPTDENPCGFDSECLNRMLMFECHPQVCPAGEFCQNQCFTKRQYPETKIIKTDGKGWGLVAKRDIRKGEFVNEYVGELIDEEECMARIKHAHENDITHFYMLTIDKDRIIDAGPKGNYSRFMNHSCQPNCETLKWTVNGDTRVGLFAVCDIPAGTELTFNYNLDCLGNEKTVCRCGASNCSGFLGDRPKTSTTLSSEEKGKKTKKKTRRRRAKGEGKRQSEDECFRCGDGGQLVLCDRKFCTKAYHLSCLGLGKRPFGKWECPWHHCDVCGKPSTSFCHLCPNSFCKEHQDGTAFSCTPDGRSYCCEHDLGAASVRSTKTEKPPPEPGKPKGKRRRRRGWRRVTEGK
Cardiac RTF inh: cardiac RTF calcium sensitivity inhibitors, primary screen, biochemical, IANBD-TnC fluorescence, EC70 calcium; inhibition, % at 7.15 µM; 340,000 compounds, 0.12% hits; Troponin I, cardiac muscle (Homo sapiens) + Troponin T, cardiac muscle (Homo sapiens) + …; AID 493244, 2011; IANBD-labeled cardiac RTF, Ca2+ fluorescence;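 active = inhibition above the mean inhibition of all tested compounds plus 3 SD, cut at about 17% in these data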;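 also: assay run at fixed EC70 calcium of 1.6 mM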
Keap1-Nrf2 PPI: Keap1-Nrf2 protein-protein interaction inhibitors, primary screen, biochemical, fluorescence polarization, single point. Keap1 Kelch-Nrf2 peptide fluorescence polarization, 1536-well. Kelch-like ECH-associated protein 1 (Homo sapiens), Q14145. inhibition, % at 9.4 µM. AID 504523, 2011. 340,000 compounds, 0.15% hits; in the data active = inhibition above about 12%; inconclusive = no clear call, values can overlap the other calls; inactive = below about 7.3%;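 also: human Keap1 Kelch domain with fluorescein labeled Nrf2 9mer peptide probe; 0% = neutral control wells and 100% = peptide positive control; higher means more block of Keap1 binding to Nrf2 peptide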
C-LANA FP: inhibitors of KSHV C-LANA binding to DNA, primary screen, biochemical, fluorescence polarization, FAM-LBS DNA, MBP-C-LANA, single point; 340,000 compounds, 0.078% hits; Kaposi's sarcoma herpesvirus LANA C-terminal domain (residues 932-1162) DNA binding; inhibition, % at 9 µM;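 active = highest replicate inhibition at or above 60% at 9 µM, even if other replicates fall short; inactive = all replicates below 60% inhibition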;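 also: 0% = neutral control wells and 100% = 4 µM acridine orange control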
Active calls of the source: *; ? = inconclusive; · = not tested or not shown.

SMILES	CDK5 inh	PvdQ inh	PfHsp90 yeast 2	RTF Ca sens act	Rtt109 HAT inh	dFosB activator	Mot1-301 SUMO	NSD2 HMT inh	Cardiac RTF inh	Keap1-Nrf2 PPI	C-LANA FP
COc1ccc(C(=O)O)cc1F	-0.9	-13	17	-1	-1	-4	213	-4	-5	-4	-1.8
CC1CCN(S(=O)(=O)c2ccc3[nH]c(=O)[nH]c3c2)CC1	-1.3	-2	15	-6	4	-1	205	-4	-28	-2	-2.0
CCN(CC)c1ccc(NC(=O)OC)cc1	-0.6	-9	1	4	-4	-6	262	-2	-16	-2	0.2
OCc1nc2ccccc2n1Cc1ccc(Cl)cc1	-5.7	-10	8	8	-1	-9	-7	1	-7	-3	0.7
C[C@H]1CN=C(Nc2ccccc2)N1CC1CCCCCC1	-2.6	16	-3	0	-6	3	37	·	5	-2	1.2
CC(C(=O)Nc1ccc(C#N)cc1)N(C)CC(=O)Nc1cccc(F)c1 (centres undefined)	-1.2	3	1	2	13	-2	3	-3	-2	-6	-0.3
COc1ccccc1CNC(=O)COC(=O)c1ccc(N2CCCC2=O)cc1	0.1	-5	·	-2	8	-3	-10	1	2	-2	1.4
O=C(c1ccccc1)c1ccc2nc(Nc3ccccc3)c3nncn3c2c1	-8.1	-3	2	8	-2	13	-10	3	-13	-10	0.0
CCOc1c2ccc(C(=O)NCCc3ccc(C)cc3)cc2nn1CC	-1.2	-16	9	6	5	-10	20	·	-9	-4	-0.5
Cc1ccc2nc(-c3ccncc3)cc(C(=O)NCCc3ccc(F)cc3)c2c1	0.6	4	-11	1	8	-5	131	0	4	-3	3.7
Cc1ccc(C(=O)NCC(=O)NCC(c2cccs2)N2CCOCC2)cc1C (centres undefined)	-2.1	9	73	-2	-1	-3	-16	-1	-2	-5	1.2
O=C(C1CCCN(S(=O)(=O)c2ccc(F)cc2)C1)N1CCCCC1 (centres undefined)	-2.6	-23	-10	5	8	1	6	2	-1	-5	1.5
COc1ccccc1C1N=C(c2ccccc2C)NO1 (centres undefined)	-0.4	-6	-19	0	-4	-2	87	-4	14	-2	-0.2
S=C(Nc1ccc(Nc2ccccc2)cc1)N1CCN(c2ncccn2)CC1	2.9	-1	16	2	-1	0	158	1	-3	1	0.9
COC(=O)c1ccc(CN2C(=O)NC3(CCC(C)CC3)C2=O)o1 (centres undefined)	0.1	-7	34	-6	-3	2	-14	0	-1	3	0.2
Cc1nnc(NCCc2ccccc2)[nH]c1=O	-0.5	-8	-5	-5	-2	-5	1	13	2	0	1.7
Cc1cccc[n+]1CC(=O)Nc1cccc([N+](=O)[O-])c1	1.0	11	13	-5	-3	2	-11	0	0	1	-0.3
Cc1cccc(C)c1NC(=O)CSc1ncnc2[nH]ncc12	-0.4	-10	4	-1	-2	-2	18	·	2	-3	-1.2
CCOc1ccc(C2=C(C=Nc3c(C)n(C)n(-c4ccccc4)c3=O)C(c3ccc(F)cc3)c3ccccc3O2)cc1 (centres undefined)	-1.3	0	-11	3	-5	-11	173	·	-8	-1	-0.3
CC(OC(=O)c1nc(Cl)ccc1Cl)C(=O)NC1CCCCC1C (centres undefined)	0.5	-6	-17	-1	-5	-6	6	-1	5	1	1.7
O=C(CSc1cccc(C(F)(F)F)c1)N1CCN(S(=O)(=O)c2ccccc2)CC1	-3.5	-6	-43	-1	-1	-6	-15	1	-3	2	-0.8
CC(C)(C)c1ccc(OCC(=O)NC2CCS(=O)(=O)C2)cc1 (centres undefined)	-0.8	-15	·	0	-1	-1	43	-4	4	3	1.8
COc1ccc(CNC(=O)COC(=O)c2ccco2)cc1	1.0	5	15	-4	10	4	-37	-1	1	-1	-1.0
COc1ccc(OC2CCN(S(=O)(=O)c3ccc(OC)c(OC)c3)CC2)cc1	-2.4	?	5	-8	-6	-12	221	2	1	-3	-1.8
COc1ccc(CN2CCNC(=O)C2CC(=O)NCC(C)(C)N2CCOCC2)cc1C (centres undefined)	0.3	-12	20	-1	2	-2	13	1	-5	-5	0.0
COc1ccc(NC(C)=O)cc1NC(=O)CSc1nnc(-c2cccnc2)n1C	-1.5	5	-9	-5	2	1	10	0	12	2	-4.0
COc1ccccc1CC1(C)NC(=O)N(CC(=O)Nc2cc(C)on2)C1=O (centres undefined)	2.6	-8	-51	1	2	-6	160	3	-6	-4	0.4
O=C(Nc1c(C(=O)N2CCC(N3CCCCC3)CC2)oc2ccccc12)c1ccc(F)cc1	0.0	-5	-13	-3	0	-5	10	2	-8	2	0.3
O=S(=O)(c1cccc2cccnc12)N1CCN(c2ccccn2)CC1	0.4	1	9	-1	8	2	4	1	4	0	-1.7
COc1ccc(CCNC(=O)Cn2c(=O)c3cccn3c3cccnc32)c(OC)c1OC	·	-13	-3	-1	6	2	227	-4	-10	-1	1.2
CCOc1ccc(Nc2nc(C)cc(C)c2C#N)cc1	-3.4	-10	-13	8	-4	-2	-4	-2	-16	5	1.3
Cc1cc(Sc2ncnc(N)c2[N+](=O)[O-])ncn1	-2.1	1	-3	-3	20	-3	213	13	-10	1	-1.5
Cc1ccccc1NC(=O)C(=O)N/N=C/c1cccc(Br)c1	-2.1	-8	5	10	1	7	41	0	-3	-1	2.1
COc1ccc(Cl)cc1N(CC(=O)Nc1ccc2c(c1)OCO2)S(C)(=O)=O	2.4	-6	·	2	-3	0	-24	-1	-5	3	-0.5
CCOC(CNc1ncnc2sc(-c3ccccc3)cc12)OCC	-1.6	-15	11	-2	6	-2	167	-1	4	-4	-1.3
Cc1cc(C)c(S(=O)(=O)c2c(C)cccc2C)c(Cl)n1	-1.5	6	·	-1	5	0	1	0	1	0	0.0
Cc1cc2c(c(=O)n1CCc1ccccc1)C(c1ccco1)C(C#N)=C(N)O2 (centres undefined)	-1.2	-4	26	-2	-24	7	7	2	5	0	0.6
O=C(O)c1ccc2cccnc2n1	0.4	-11	·	8	-7	-11	7	0	-5	3	3.2
COc1cccc(-c2nnc(SCc3ccccn3)n2C)c1	-1.6	2	19	-12	4	-8	2	4	-3	-4	1.8
CCCCC(Nc1ncnc2ccccc12)C(=O)O (centres undefined)	-2.9	-13	-30	0	-5	2	9	3	1	0	1.8
O=C(NN1C(=O)/C(=C/C=C/c2ccco2)SC1=S)c1ccccc1O	-20	-2	9	-6	70*	-6	259	·	11	-8	23

In a second layout: results already given.
| SMILES | CDK5 inh | PvdQ inh | PfHsp90 yeast 2 | RTF Ca sens act | Rtt109 HAT inh | dFosB activator | Mot1-301 SUMO | NSD2 HMT inh | Cardiac RTF inh | Keap1-Nrf2 PPI | C-LANA FP |
| --- | --- | --- | --- | --- | --- | --- | --- | --- | --- | --- | --- |
| O=S(=O)(c1cccc2cccnc12)N1CCN(c2ccccn2)CC1 | 0.4 | 1 | 9 | -1 | 8 | 2 | 4 | 1 | 4 | 0 | -1.7 |
| COc1ccc(CCNC(=O)Cn2c(=O)c3cccn3c3cccnc32)c(OC)c1OC | · | -13 | -3 | -1 | 6 | 2 | 227 | -4 | -10 | -1 | 1.2 |
| CCOc1ccc(Nc2nc(C)cc(C)c2C#N)cc1 | -3.4 | -10 | -13 | 8 | -4 | -2 | -4 | -2 | -16 | 5 | 1.3 |
| Cc1cc(Sc2ncnc(N)c2[N+](=O)[O-])ncn1 | -2.1 | 1 | -3 | -3 | 20 | -3 | 213 | 13 | -10 | 1 | -1.5 |
| Cc1ccccc1NC(=O)C(=O)N/N=C/c1cccc(Br)c1 | -2.1 | -8 | 5 | 10 | 1 | 7 | 41 | 0 | -3 | -1 | 2.1 |
| COc1ccc(Cl)cc1N(CC(=O)Nc1ccc2c(c1)OCO2)S(C)(=O)=O | 2.4 | -6 | · | 2 | -3 | 0 | -24 | -1 | -5 | 3 | -0.5 |
| CCOC(CNc1ncnc2sc(-c3ccccc3)cc12)OCC | -1.6 | -15 | 11 | -2 | 6 | -2 | 167 | -1 | 4 | -4 | -1.3 |
| Cc1cc(C)c(S(=O)(=O)c2c(C)cccc2C)c(Cl)n1 | -1.5 | 6 | · | -1 | 5 | 0 | 1 | 0 | 1 | 0 | 0.0 |
| Cc1cc2c(c(=O)n1CCc1ccccc1)C(c1ccco1)C(C#N)=C(N)O2 (centres undefined) | -1.2 | -4 | 26 | -2 | -24 | 7 | 7 | 2 | 5 | 0 | 0.6 |
| O=C(O)c1ccc2cccnc2n1 | 0.4 | -11 | · | 8 | -7 | -11 | 7 | 0 | -5 | 3 | 3.2 |
| COc1cccc(-c2nnc(SCc3ccccn3)n2C)c1 | -1.6 | 2 | 19 | -12 | 4 | -8 | 2 | 4 | -3 | -4 | 1.8 |
| CCCCC(Nc1ncnc2ccccc12)C(=O)O (centres undefined) | -2.9 | -13 | -30 | 0 | -5 | 2 | 9 | 3 | 1 | 0 | 1.8 |

Bioassay records deposited in PubChem by several laboratories.
